Assay outcomes (PubChem)
Salmonella PhoP GFP = inhibitors of PhoP regulon expression, primary screen, Salmonella Typhimurium, GFP reporter (AID 1863) | S. Typhimurium PhoP-regulated promoter GFP reporter, 4 h; higher % means a stronger effect | inhibition, % at 50 µM; hits with a dose series show IC50 in µM | hit rate 0.16% among 300,000;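 active means inhibition over 29.93%, a cutoff 3 SD above the screen mean, later confirmed by dose response; inconclusive means inhibition over 29.93% but no dose response follow-up; inactive means inhibition at most 29.93% or unconfirmed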;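 further: 0% = low Mg2+ inducing control and 100% = high Mg2+ repressing control; strong numbers were not always called active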
West Nile antiviral = West Nile virus antiviral activity, cell-based, CPE readout (AID 1621). hit rate 0.02% among 290,000. CPE inhibition, % at 10 µM, or IC50 in µM where a hit was titrated. West Nile virus-infected cells, CPE inhibition; higher % means a stronger effect; in the data active means a potency from the dose series; inconclusive means CPE inhibition mostly from about 3.7% at the one dose, without a potency; inactive means the rest, 99 in 100 with CPE inhibition below about 2.2%; further: strong numbers were not always called active
NS5 inhibitors = Dengue-2 NS5 methyltransferase inhibitors, primary screen, biochemical, confirmation dose response (AID 588689); inhibition, % at 25 µM; hits with a dose series show IC50 in µM; hit rate 0.3% among 340,000; Dengue-2 NS5 methyltransferase capping enzyme assay, biochemical; higher % means a stronger effect; in the data active means a potency from the dose series; inconclusive means inhibition above about 29% without an active follow-up result
RSV antiviral HEp-2 = inhibition of RSV-induced cytopathic effect – HEp-2 cells, primary 10 µM value included (AID 2391) | HEp-2 cells, RSV-induced CPE inhibition; higher % means a stronger effect | one-dose CPE inhibition, % at 10 µM; IC50 in µM for titrated hits | hit rate 0.13% among 310,000; in the data active means a potency from the dose series; inconclusive means CPE inhibition mostly from about 23% at the one dose, without a potency; inactive means the rest, 99 in 100 with CPE inhibition below about 21%; further: strong numbers were not always called active
Rac1 GTP hydrolysis = MgcRacGAP GTPase-activating activity inhibitors, confirmation, biochemical, ADP Hunter fluorescence; MgcRacGAP-stimulated Rac1 GTP hydrolysis, ADP Hunter fluorescence; higher % means a stronger effect; GST-tagged Rac1 F28L mutant substrate; hit rate 0.6% among 340,000; inhibition, % at 30 µM; hits with a dose series show IC50 in µM;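 active means first-screen hits whose inhibition reached a set limit at any dose in the follow-up dose series; inconclusive means inhibition above the set first-screen limit but never retested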;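 further: fluorescence reports GDP produced by GAP-driven GTP hydrolysis; strong numbers were not always called active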
GPR35 arrestin U2OS = GPR35 antagonists blocking zaprinast-driven arrestin recruitment, primary screen, imaging, U2OS, beta-arrestin-GFP, zaprinast agonist (AID 2058); hit rate 0.052% among 290,000; U2OS GPR35 beta-arrestin-GFP translocation imaging, zaprinast antagonism; higher % means a stronger effect; one-dose inhibition, % at 10 µM; IC50 in µM for titrated hits;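 active means inhibition of at least 50% with at least 30 cells and total cytoplasm GFP at most 10,000,000; inconclusive means under 30 cells or total GFP of 10,000,000 plus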
CSM14.1 death rescue = protection against thapsigargin-triggered cell killing – 384-well, CSM14.1, ATP luminescence, primary screen (AID 1222) | CSM14.1 thapsigargin-induced death rescue, ATP luminescence; higher % means a stronger effect | cellular ATP content (survival), % at 20 µM, or EC50 in µM where a hit was titrated | 190,000 tested, under 10 active;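 active means EC50 below 50 µM in the dose-response confirmation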;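 further: death triggered by thapsigargin at about 15 µM added after 2 h compound pretreatment; cell ATP read after overnight thapsigargin exposure of roughly 18 to 22 hours; normalized against plate controls of thapsigargin alone and 5% DMSO vehicle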
SV40 large T antigen = SV40 large T antigen inhibitors, biochemical (AID 1903); SV40 large T antigen ATPase/helicase inhibition assay; higher % means a stronger effect; one-dose inhibition, % at 20 µM; IC50 in µM for titrated hits; hit rate 0.39% among 310,000; in the data active means a potency from the dose series; inconclusive means inhibition mostly from about 32% at the one dose, without a potency; inactive means the rest, 99 in 100 with inhibition below about 32%; further: strong numbers were not always called active
LYP inhibition = inhibitors of LYP phosphatase, biochemical, fluorescence intensity, uHTS (AID 1779) | recombinant LYP phosphatase, fluorescence intensity; higher % means a stronger effect | inhibition, % at 11.5 µM, or IC50 in µM where a hit was titrated | hit rate 0.054% among 290,000; in the data active means inhibition above about 50%;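 further: plate controls were vehicle with enzyme for no effect and no enzyme for full effect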
NS5 inhibitors pilot replicate = recorded beside NS5 inhibitors, whose call it bears; inhibition, %; measured here: pilot screen replicate inhibition
Starred values were filed as active, the others as inactive; ? = inconclusive; nt = no result given.

SMILES	Salmonella PhoP GFP	West Nile antiviral	NS5 inhibitors	RSV antiviral HEp-2	Rac1 GTP hydrolysis	GPR35 arrestin U2OS	CSM14.1 death rescue	SV40 large T antigen	LYP inhibition	others
COc1ccc(C(N)=O)cc1NC(=O)CC(O)(C(F)(F)F)C(F)(F)F	-2%	1.7%	-3%	0.0%	9%	9%	1.7%	0%	3%
CC1CC(C)CN(CCCNC(=O)c2csc3c2CCCC3)C1 (centres undefined)	25%	-0.6%	-8%	-0.8%	7%	5%	0.0%	-2%	-5%
O=C(Nc1cccc(C(=O)O)c1)/C(=C\c1ccc2c(c1)OCO2)NC(=O)c1ccccc1	-6%	0.6%	nt	4.6%	nt	7%	-0.2%	1%	-3%
O=C(NC(=S)NCCc1ccccc1)c1ccccc1F	0%	0.0%	-8%	4.0%	6%	-8%	nt	-5%	-6%
CCc1ccc2nc(SCC(=O)N3CCCCC3)c(C#N)cc2c1	-3%	nt	-2%	11%	16%	nt	nt	14%	nt
Cc1cccc(C)c1NC(=S)N(CCN(C)C)Cc1cccs1	-4%	-0.1%	1%	0.0%	4%	3%	-1.1%	10%	-2%
Cc1nn(CC(=O)Nc2c(F)cc(F)cc2Br)c(=O)c2cccn12	12%	0.0%	-14%	nt	9%	2%	nt	6%	-10%
O=C(COC(=O)C1(c2ccc(F)cc2)CCCC1)NCc1ccc2c(c1)OCO2	-2%	-0.9%	-3%	3.2%	3%	12%	-0.8%	15%	-5%
CCc1ccc(N(CC(=O)N2CCOCC2)S(C)(=O)=O)cc1	-2%	-0.4%	7%	1.9%	8%	-3%	nt	10%	-3%
COc1ccccc1NC(=O)C(C(C)C)N1C(=O)c2ccccc2C1=O (centres undefined)	-7%	-0.5%	-2%	-0.7%	4%	7%	nt	-1%	-7%
O=C(O)CCC(=O)Nc1ccc(Sc2ccc([N+](=O)[O-])cc2)cc1	-20%	0.5%	1%	2.0%	11%	-6%	-1.8%	11%	4%
CCc1nn(CC(=O)O)c(=O)c2ccccc12	-9%	-0.8%	8%	1.6%	-2%	8%	1.0%	1%	-4%

Next part, starting with the last 2 of the part before.
SMILES	Salmonella PhoP GFP	West Nile antiviral	NS5 inhibitors	RSV antiviral HEp-2	Rac1 GTP hydrolysis	GPR35 arrestin U2OS	CSM14.1 death rescue	SV40 large T antigen	LYP inhibition	others
O=C(O)CCC(=O)Nc1ccc(Sc2ccc([N+](=O)[O-])cc2)cc1	-20%	0.5%	1%	2.0%	11%	-6%	-1.8%	11%	4%
CCc1nn(CC(=O)O)c(=O)c2ccccc12	-9%	-0.8%	8%	1.6%	-2%	8%	1.0%	1%	-4%
Cc1cccc(NS(=O)(=O)c2ccc3oc(=O)ccc3c2)c1C	-1%	-0.9%	-5%	1.9%	8%	-3%	nt	7%	-4%	NS5 inhibitors pilot replicate=-4.0
CC1Cc2ccccc2N1C(=O)CSc1nnc2sc3ccccc3n12 (centres undefined)	-1%	1.3%	-7%	14%	-5%	8%	1.8%	-6%	-2%
CSc1ccc(S(=O)(=O)Nc2ccc(NC(C)=O)cc2)cc1	-1%	-0.4%	-1%	1.6%	0%	-3%	0.9%	2%	-2%
O=C(N1CCN(c2cccc(Cl)c2)CC1)C1(S(=O)(=O)c2ccc(Cl)cc2)CC1	1%	-1.3%	2%	1.8%	7%	1%	-3.0%	12%	2%
Cc1cccc2c1CC(C)(C)NC2=C(C#N)C#N	0%	0.7%	4%	0.8%	6%	6%	-0.8%	28%	-9%
COCCN1Cc2cccc(C(=O)Nc3ccccc3OC)c2C1=O	-4%	-0.1%	-10%	1.5%	7%	0%	-1.5%	1%	1%
Cc1cc(Cl)c2oc(C(=O)N(C)CC3CCOCC3)c(C)c2c1	0%	-0.6%	-1%	6.0%	6%	-5%	nt	3%	-8%
CCCCN(CC)C(=O)Cc1cn(C)c2ccccc12	0%	-0.8%	0%	1.5%	7%	10%	1.2%	-5%	-3%
Cc1ccc(NC(=S)N2CCCC2)cc1	-14%	1.0%	4%	0.2%	2%	5%	-0.2%	1%	-3%
COC(=O)c1sc2ccccc2c1-n1cccc1C(=O)C(=O)Nc1ccc(Cl)cc1	41%	0.3%	-6%	0.9%	4%	-7%	9.7%	-14%	-4%
CC1(C)Cc2c(cnn2-c2cccc(F)c2)C(NC(=O)c2cc[n+]([O-])cc2)C1 (centres undefined)	-1%	-0.2%	0%	0.0%	8%	-7%	nt	2%	-10%
Cn1c(=O)[nH]c(=O)c2c1nc(N1CCCCCC1)n2CCOc1ccccc1	-10%	-0.3%	5%	-0.6%	5%	-1%	-0.4%	21%	1%
Cn1c(=O)cc(OCCCC(=O)Nc2ccc3c(c2)OCCO3)c2ccccc21	-7%	-0.3%	4%	0.3%	3%	12%	-1.2%	12%	-4%	NS5 inhibitors pilot replicate=1.2
Cn1cnnc1SCC(=O)N1CCc2ccccc21	10%	0.1%	-9%	0.2%	8%	3%	-0.6%	15%	-9%
COc1ccc(CN(C)CC(=O)NC(=O)NCc2ccccc2)c(OC)c1	9%	-1.1%	-4%	1.1%	-2%	2%	-0.8%	-3%	0%
CN(C)c1nc(-c2ccccn2)nnc1-c1ccccc1	19%	?	-3%	2.5%	6%	11%	0.1%	5%	-9%
OCCC1CN(Cc2cccc(-c3ccco3)c2)CCN1Cc1ccsc1 (centres undefined)	7%	-1.9%	0%	0.8%	5%	5%	-0.5%	-1%	-3%
COc1ccc(Cc2[nH]n3c(=O)cc(C)nc3c2-c2ccccc2)cc1	-6%	-0.8%	1%	-1.3%	4%	-2%	-0.5%	18%	-1%
CC(=O)N=c1ncn(CC(COC(C)=O)OC(C)=O)c2nc[nH]c12 (centres undefined)	-11%	0.7%	4%	2.5%	-1%	12%	-2.4%	6%	-6%
Cc1coc(NC(=O)CSc2nc(-c3ccncc3)cc(C(F)(F)F)c2C#N)n1	-4%	13%	?	1.7%	6%	-16%	-1.8%	6%	8%
Cc1cc(NC(=O)CSc2ccc3nnc(-c4cccs4)n3n2)no1	15%	0.2%	-3%	1.6%	28%	-13%	-0.7%	9%	-4%
COc1ccc(NC(=S)NC(NC(=O)C(C)C)C(Cl)(Cl)Cl)c([N+](=O)[O-])c1 (centres undefined)	6%	0.1%	2%	0.9%	8%	9%	0.0%	5%	-5%
COC(=O)c1ccc(CSc2nnc(-c3ccc4c(c3)OCO4)n2-c2ccccc2)o1	1%	-0.8%	-6%	2.9%	6%	6%	-1.3%	20%	3%
COc1cccc(CN2CCNC(=O)C2CC(=O)NCc2cn3ccc(C)cc3n2)c1OC (centres undefined)	-7%	-0.3%	-12%	-1.4%	-1%	21%	nt	19%	-8%
Cc1cccc(NCc2ccc([N+](=O)[O-])s2)c1	2%	0.7%	5%	1.9%	9%	4%	nt	8%	0%
Cc1nc(-c2noc(-c3ccc(Cl)cc3)n2)c(C(F)(F)F)o1	4%	0.6%	-2%	nt	6%	2%	nt	2%	-5%
CCOc1ccccc1NC(=O)c1cc(-c2ccncc2)nc2c(Cl)cccc12	1%	-0.8%	-4%	nt	1%	12%	-1.4%	5%	-6%
CCN(Cc1ccccc1)C(=O)c1ccc(NC(=O)c2ccc(OC)cc2)cc1	2%	-0.6%	2%	11%	8%	4%	nt	7%	-1%
CCOc1ccc(-c2noc(-c3cccnc3)n2)cc1OC	-2%	nt	-2%	0.9%	0%	-3%	-4.9%	8%	-8%
Cc1cc(-c2ccccc2)nc2[nH]n(-c3ccccc3)c(=O)c12	-3%	-0.5%	14%	2.2%	11%	-11%	-2.1%	?	-5%
COc1cccc2cc(-c3nnc(SCC(=O)Nc4ccc(NC(C)=O)cc4)n3C)oc12	-2%	-0.5%	-1%	3.7%	2%	-16%	nt	8%	-8%
CCOC(=O)/C(C#N)=C\C1=C(N2CCCC2)CC(C)(CC)OC1 (centres undefined)	2%	0.0%	-4%	1.4%	15%	11%	-2.2%	11%	0%
COC(=O)C1=C(C(=O)OC)C(c2ccccc2O)c2sc(=O)[nH]c2S1 (centres undefined)	-10%	-0.1%	93µM*	0.8%	30%	12%	0.2%	34%	-5%
Cc1ccc2c(CN3C(=O)NC(C)(c4ccc5c(c4)OCO5)C3=O)cc(=O)oc2c1 (centres undefined)	-6%	-0.2%	-4%	0.8%	8%	7%	-0.3%	-2%	-7%
O=C(Nc1ccc(S(=O)(=O)Nc2ncccn2)cc1)c1ccc2ncsc2c1	23%	-0.2%	-21%	0.4%	9%	23%	nt	10%	-6%
O=C(Nc1ccc(S(=O)(=O)NCC2CCCO2)cc1)c1cccc(F)c1 (centres undefined)	1%	-0.8%	-2%	16%	4%	1%	nt	2%	-10%
Cc1nnc(N2C(=O)C(=O)/C(=C(/O)c3ccc4c(c3)OCCO4)C2c2ccc([N+](=O)[O-])cc2)s1 (centres undefined)	0%	-0.2%	-1%	0.4%	7%	2%	nt	15%	-9%
NS(=O)(=O)c1ccc(N=Nc2ccc(O)c3ncccc23)cc1	15%	?	14%	-1.9%	6%	18%	nt	13%	-8%
CC1(C)CC(NC(=O)C2CCN(S(=O)(=O)c3ccc(F)cc3)CC2)CC(C)(C)N1	-1%	-0.2%	-3%	0.4%	12%	20%	nt	10%	-7%
COc1ccccc1NC(=O)Cn1c2ccccc2c2nc3n(c(=O)c21)CCS3	-10%	-0.9%	0%	5.8%	10%	2%	-1.6%	-4%	1%
COc1ccc(CNCCNC(=O)c2nonc2N)cc1OC	0%	0.4%	-1%	0.5%	-2%	16%	-2.1%	24%	-5%	NS5 inhibitors pilot replicate=-4.6
Cc1ccc(-c2nnc(Sc3nc4ccccc4o3)c3ccccc23)cc1	-18%	?	-7%	?	1%	-11%	0.6%	6%	4%
COc1ccc(C(C(=O)NC(C)(C)C)N(C(=O)Cn2nnc3ccccc32)c2cccc(C(C)=O)c2)cc1O (centres undefined)	1%	-0.1%	-5%	-0.2%	-6%	-6%	nt	9%	-8%
O=C(/C=C/c1ccccc1)Nn1cnc2ccccc2c1=O	1%	-0.4%	nt	1.0%	5%	9%	-1.5%	29%	-6%
CCn1c(C)cc(=S)c2ccccc21	32%	?	20%	0.8%	15%	-1%	0.6%	9%	-6%
COc1ccc(NC(=S)NCCNC(C)=O)cc1	-3%	-0.1%	-5%	2.2%	4%	-10%	-1.3%	6%	-3%
CCc1ccc(-n2c(=O)c3c(C)c(C(=O)N(C)C)sc3n(CC(=O)NCc3ccco3)c2=O)cc1	2%	-0.3%	-3%	0.8%	-1%	9%	0.0%	8%	-8%
